GPR151 ag = human GPR151 activation; Q8TDV0; 650,000 tested, 1% active; activation, % at 11.2 µM; PathHunter beta-arrestin GPR151 cells, luminescence; AID 1508602; in the data active = activation above about 4.9%;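 also: 0% = median of compound wells and 100% = cells with positive control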
Target sequence (Q8TDV0 whole entry, looked up): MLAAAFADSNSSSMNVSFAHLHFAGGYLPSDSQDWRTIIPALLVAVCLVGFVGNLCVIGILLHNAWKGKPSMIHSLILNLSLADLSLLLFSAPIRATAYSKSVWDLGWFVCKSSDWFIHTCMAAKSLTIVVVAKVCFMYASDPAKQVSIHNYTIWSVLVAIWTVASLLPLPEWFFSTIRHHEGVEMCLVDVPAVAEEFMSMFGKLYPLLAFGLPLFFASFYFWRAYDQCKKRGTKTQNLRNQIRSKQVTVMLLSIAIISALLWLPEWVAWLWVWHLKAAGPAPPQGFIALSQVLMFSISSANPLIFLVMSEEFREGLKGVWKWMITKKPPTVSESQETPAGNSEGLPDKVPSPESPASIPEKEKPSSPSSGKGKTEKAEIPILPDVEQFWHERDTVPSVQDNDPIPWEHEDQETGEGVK
MITF inh = human MITF inhibition, primary screen. 650,000 tested, 0.91% active. AlphaScreen MITF homodimerization, bead proximity signal. inhibition, % at 2.6 µM. AID 1259374. O75030; in the data active = inhibition above about 50%;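 also: 0% = vehicle wells with protein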
Target sequence (O75030 whole entry, looked up): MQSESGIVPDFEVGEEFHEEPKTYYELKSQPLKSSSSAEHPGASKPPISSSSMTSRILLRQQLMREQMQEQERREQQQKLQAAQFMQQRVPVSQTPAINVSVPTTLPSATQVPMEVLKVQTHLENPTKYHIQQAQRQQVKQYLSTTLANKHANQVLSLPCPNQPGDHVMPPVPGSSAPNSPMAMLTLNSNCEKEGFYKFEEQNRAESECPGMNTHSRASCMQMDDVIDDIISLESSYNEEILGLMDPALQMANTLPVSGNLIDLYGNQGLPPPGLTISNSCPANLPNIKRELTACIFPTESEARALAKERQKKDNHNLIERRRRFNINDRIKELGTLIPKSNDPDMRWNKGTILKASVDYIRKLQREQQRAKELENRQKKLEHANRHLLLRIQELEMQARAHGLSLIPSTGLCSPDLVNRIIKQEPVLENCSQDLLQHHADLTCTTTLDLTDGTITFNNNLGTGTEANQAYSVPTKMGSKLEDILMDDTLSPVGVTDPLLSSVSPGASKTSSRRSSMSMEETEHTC
FBW7 activator = activators of human E3 ligase FBW7. Q969H0. AlphaScreen FBW7–phospho-cyclin E peptide binding, activator screen. normalized activity (activation), % at 26.1 µM. 650,000 tested, 0.13% active. AID 1259310; in the data active = normalized activity above about 1.9%;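 also: purified mutant Fbw7 with reduced substrate affinity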
TEAD-YAP inh = TEAD-YAP interaction inhibition; inhibition, % at 9.12 µM; HEK-TIYL cells, TEAD-Gal4/YAP UAS-luciferase luminescence; AID 1259422; 640,000 tested, 1.4% active; in the data active = inhibition above about 32%;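 also: 0% = median of test compound wells and 100% = reference inhibitor wells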
* hit, by the source's call.

No.	molecule	GPR151 ag	MITF inh	FBW7 activator	TEAD-YAP inh
1	CCOC(=O)c1ccc(S(=O)(=O)NNC(=O)c2n[nH]c(=O)c3ccccc23)cc1	-2.1	5	0.0	0
2	O=C(O)c1ccc(NC(=O)c2cccc(N3C(=O)c4ccc([N+](=O)[O-])cc4C3=O)c2)cc1	-2.5	-1	-0.2	5
3	COc1ccc(CN2C(=O)C3C(C(=O)Nc4ccc(Oc5ccccc5)cc4)C4C=CC3(O4)C2C(=O)NC2CCCCC2)cc1 (stereo not drawn)	0.2	-5	-0.1	5
4	CCCc1cc(=O)oc2c(C)c(OCC(=O)OC(C)C)ccc12	0.2	-5	0.2	8
5	Cn1c(=O)c2c(nc(Nc3ccccc3)n2CCO)n(C)c1=O	-1.0	14	0.0	6
6	CCOC(=O)c1c(NC(=O)C(C)C)sc2c1CC(C)(C)NC2(C)C	-0.2	6	-0.1	1
7	O=C(NNS(=O)(=O)c1ccccc1)c1cccc([N+](=O)[O-])c1	-1.3	-1	0.0	3
8	CCCn1c(N2CCC(C(N)=O)CC2)nc2c1c(=O)n(C)c(=O)n2C	0.3	-3	-0.2	15
9	CCOc1ccc(NC(=O)CSc2nc3[nH]ncc3c(=O)n2-c2ccc(C)cc2)cc1	2.6	-6	-0.1	31
10	CCN(C(=O)CSc1nnc(-c2cc(OC)c(OC)c(OC)c2)c(-c2cc(OC)c(OC)c(OC)c2)n1)c1cccc(C)c1	-1.7	2	-0.1	14
11	CC(C)CC(=O)N1c2ccc(S(C)(=O)=O)cc2NC(=O)C1Cc1ccccc1 (stereo not drawn)	-2.1	-1	0.0	8
12	Cc1nccn1Cc1c(C(=O)O)c2cc(O)c(Br)cc2n1C	-0.3	-2	-0.3	8
13	COCCOC(=O)c1c2c(n3ccc(C)cc13)C(=O)c1ccccc1C2=O	1.2	10	-0.2	7
14	OC(CNC1CCCC1)COCCOc1ccc(Cl)cc1 (stereo not drawn)	0.2	12	0.0	8
15	COC(=O)CN1C(=S)N(C)C(=O)/C1=C/c1cc(C)n(-c2cccnc2)c1C	0.4	13	-0.3	-8
16	CCOc1ccc2nc(SCCC(=O)Nc3ccccc3Br)sc2c1	1.8	2	0.1	7
17	COC(=O)c1ccc2nc(NC(=O)COC(=O)CSc3nc(-c4ccccc4)cc(-c4ccccc4)n3)sc2c1	0.3	8	-0.2	3
18	CCOC(=O)C1=C(C)N=c2s/c(=C\c3ccc(-c4ccc([N+](=O)[O-])cc4OC)o3)c(=O)n2C1c1ccc(OC)c(OC)c1 (stereo not drawn)	-0.8	-1	0.6	7
19	COc1ccc(C(=O)/C=C/c2cccc([N+](=O)[O-])c2)cc1	0.4	-5	0.0	-1
20	CCC(=O)N1c2ccccc2NC2=C(C(=O)CC(c3cc(OC)c(OC)c(OC)c3)C2)C1c1cc(OC)c(OC)c(OC)c1 (stereo not drawn)	0.1	-5	0.1	3
21	CSc1nc2n(n1)C(C(C)C)C(C(=O)Nc1ccccc1)=C(C)N2 (stereo not drawn)	0.4	5	0.0	5
22	CC[N+](C)(CC)CCCNC(=O)c1c(O)c2c([nH]c1=O)CCCC2	-0.7	2	-0.1	-6
23	O=C(CSc1nc2ccccc2[nH]1)c1ccccc1	0.7	1	0.2	-60
24	COC(=O)Cn1cc(S(=O)(=O)Nc2ccc(F)cc2)c2cc([N+](=O)[O-])ccc21	1.3	1	-0.1	5
25	O=C(NCCCN1CCOCC1)c1csc2c1CCCCC2	0.9	1	-0.1	4
26	O=C(CC(NC1CCCC1)C(=O)O)Nc1ccc(F)cc1 (stereo not drawn)	-0.5	-11	-0.1	-10
27	Cc1cc2oc(=O)cc(CCl)c2cc1Cl	-0.9	12	0.1	1
28	CN1C(=O)/C(=C/c2cnn(-c3ccccc3)c2)C(=O)N(c2ccccc2)C1=S	-1.3	19	-0.1	-5
29	Cc1ccc(SCc2cc(=O)[nH]c(SCC(=O)N3c4ccccc4C(C)(c4ccccc4)CC3(C)C)n2)cc1 (stereo not drawn)	-1.3	7	0.4	17
30	Cc1nc2ccccn2c1C(=O)NCC1COC(C)(C)O1 (stereo not drawn)	-1.2	17	0.2	-7

Compound profiles, as listed above:
`CSc1nc2n(n1)C(C(C)C)C(C(=O)Nc1ccccc1)=C(C)N2` (stereo not drawn) is entered as GPR151 ag = 0.4; MITF inh = 5; FBW7 activator = 0.0; TEAD-YAP inh = 5
`COC(=O)Cn1cc(S(=O)(=O)Nc2ccc(F)cc2)c2cc([N+](=O)[O-])ccc21` is entered as GPR151 ag = 1.3; MITF inh = 1; FBW7 activator = -0.1; TEAD-YAP inh = 5
`CC[N+](C)(CC)CCCNC(=O)c1c(O)c2c([nH]c1=O)CCCC2` is entered as GPR151 ag = -0.7; MITF inh = 2; FBW7 activator = -0.1; TEAD-YAP inh = -6

(next part)
No.	molecule	GPR151 ag	MITF inh	FBW7 activator	TEAD-YAP inh
31	N#C/C(=C(/O)c1ccc(S(=O)(=O)N2CCCCC2)cc1)c1nc2ccccc2[nH]1	2.2	-5	0.1	9
32	COc1cc(N)c(Cl)cc1C(=O)N1CCC(c2ccnc3ncnn23)CC1	1.2	14	0.1	-5
33	CCCCOc1ccc(C(=O)COC(=O)c2ccc(-c3ccc(Br)cc3)cc2)cc1	0.8	3	-0.1	-6
34	O=C(Nc1ccccc1)O[C@@H]1C[C@H](C(=O)Nc2ccc3[nH]ncc3c2)N(C(=O)Nc2ccccc2)C1	-2.7	7	0.0	-10
35	CCOc1ccccc1Nc1nnc(-c2cc3ccccc3oc2=O)s1	-2.1	-10	0.0	-28
36	CC(=O)Nc1ccc(Nc2cc(N3CCOCC3)c3nonc3c2[N+](=O)[O-])cc1	-0.5	23	0.1	-3
37	CC(C)OCCCNC(=O)C1CCN(S(=O)(=O)N2CCCC2)CC1	1.3	-2	-0.2	-2
38	CSc1nnc2c(n1)OC(c1ccsc1)N(C(C)=O)c1ccccc1-2 (stereo not drawn)	0.5	-2	-0.1	-1
39	CCn1cc(CN(C)C(=S)Nc2ccc(S(=O)(=O)Nc3ncccn3)cc2)c(C)n1	-0.2	-5	-0.1	3
40	Cc1cc(I)ccc1NS(=O)(=O)c1ccc(F)cc1	0.9	9	0.0	2
41	CC(C)CN(C(=O)COC(=O)c1nc(Cl)ccc1Cl)C1CCS(=O)(=O)C1 (stereo not drawn)	1.1	-9	-0.1	9
42	Cc1cc(N(C)C)c(C#N)c(N2CCCCC2)n1	-0.2	-3	0.0	-1
43	O=C1C2C3C=CC(CC3)C2C(=O)N1c1cccc([N+](=O)[O-])c1 (stereo not drawn)	-0.7	-13	-0.2	-3
44	COc1ccc(CCN=Cc2ccc([N+](=O)[O-])cc2)cc1OC	-0.1	13	0.3	0
45	Cc1ccc(Cl)cc1NC(=O)CSc1nc2ccc(NC(=O)c3cccc4ccccc34)cc2s1	1.5	-3	0.1	-2
46	COC(=O)C1=CNC=C(C(=O)OC)C1c1cccc(OCc2ccccc2)c1	0.7	3	0.2	-5
47	CCN(CC)S(=O)(=O)c1ccc(C(=O)Nc2c(F)c(F)cc(F)c2F)cc1	1.0	9	0.1	-10
48	Cn1cc(C(=O)NC2CCCCC2)c(=O)c2cc(S(=O)(=O)N3CCCCCC3)ccc21	0.5	-14	0.1	3
49	CCOC(=O)c1cc(C)sc1NC(=O)c1cccc2ccccc12	-0.5	-8	-0.1	-6
50	CCOc1ccc(NC(=O)c2cc3c(C)nn(-c4ccccc4)c3s2)cc1	-0.5	1	-0.1	-4
51	COc1cc(/C=C2\SC(=S)N(NC(=O)c3ccc(O)c(OC)c3)C2=O)ccc1O	-1.5	16	-0.1	-9
52	Nc1ccc(C23CC4CC(CC(O)(C4)C2)C3)cc1	-0.1	-4	-0.2	17
53	COc1ccc(C(=O)Nc2ccncc2)c(OC)c1	0.0	5	0.0	-20
54	CCC(C)c1ccccc1NC(=O)C1CCCO1 (stereo not drawn)	2.5	7	0.2	2
55	Cn1c(=O)c2c(nc(CN3CCN(CCO)CC3)n2CCCO)n(C)c1=O	-0.4	-3	0.0	-10
56	O=S(=O)(Nc1ccc(N2CCC(NCc3cccc(F)c3)CC2)cc1)c1ccccc1	-0.7	8	-0.2	12
57	CCOC(=O)C1CCN(C(=O)CN(c2ccccc2C)S(C)(=O)=O)CC1	-0.5	13	0.5	7
58	CCOc1ccc2nc(N3CCCC(NCC(=O)OC)CC3)nc(C)c2c1 (stereo not drawn)	-0.8	10	1.4	-15
59	CCCNC(=O)CSCc1nc(-c2sccc2C)oc1C	-0.6	5	-0.1	7
60	Cc1c(C(=O)N2CCCC2)oc2c1-c1nn(CC(=O)N3CCCCC3)cc1CC2	0.1	1	-0.1	0
61	Brc1ccc(-n2cc(-c3ccccc3)c3c(NCCc4ccccc4)ncnc32)cc1	-0.6	15	0.0	2
62	Cc1ccc(NC(=O)CN2C(=O)CSC(C)C2=O)cc1 (stereo not drawn)	0.7	11	0.3	7
63	Cc1cc(N2CCCCC2)nc2ccc(NC(=O)c3ccc(F)cc3)cc12	3.3	-4	0.0	-5
64	Cc1cc(C(=O)CCl)c(C)n1C(C)C	-1.8	8	0.1	11
65	COc1ccc(C(=O)Oc2ccc(C(=S)N3CCOCC3)cc2)cc1	-0.4	9	1.4	10
66	CC1=NN(c2ccc(Cl)cc2)C(=O)/C1=C\N1CCN(C)CC1	-2.4	7	0.1	-10
67	Cc1cc(Cc2c(O)nc(SCc3ccccc3)[nH]c2=O)ccc1OC(C)C	-0.8	-8	0.1	6
68	O=C(c1ccc2c(c1)OCCO2)N1CCN(c2ccc([N+](=O)[O-])cc2)CC1	0.4	1	0.0	0
69	CCOC(=O)c1cccc(C(=O)Oc2ccc(OCC)cc2)n1	1.8	6	0.0	7
70	CCn1c(C)c(CCC(=O)NN2CCOCC2)c(=O)n2nc(-c3ccccc3OC)cc12	-0.3	2	0.9	6

Other records follow.
entry	SMILES	GPR151 ag	MITF inh	FBW7 activator	TEAD-YAP inh
71	CCOc1ccc(C2=NN3C(C2)c2cccc(OCC)c2OC3c2cccc(F)c2)cc1 (stereo not drawn)	1.0	7	0.0	1
72	CC(=O)Nc1cccc(NC(=O)COc2ccccc2NC(C)=O)c1	-0.4	-11	-0.3	12
73	Cc1cc(=O)nc2c3ccccc3n(CC(=O)NC(C)C)n12	0.4	6	0.2	7
74	O=C(O)CN1C(=O)S/C(=C\c2ccccc2[N+](=O)[O-])C1=O	1.3	-14	-0.2	-6
75	Cc1cc(N2CCCCCC2)nc(-c2ccccc2O)n1	-2.0	-13	0.0	-9
76	CCCC(CC)CN1C(C)=CC(=C(C#N)C#N)C=C1C (stereo not drawn)	0.0	3	0.0	-4
77	CN(C)/C=C1\C=C(c2ccccc2)SC1=O	-0.2	2	-0.3	-7
78	C/C(=N\Nc1ccc(S(N)(=O)=O)cc1[N+](=O)[O-])c1ccc(-c2ccccc2)cc1	0.7	2	0.1	-4
79	CCOC(=O)C1=C(C)N=c2s/c(=C/c3cccc([N+](=O)[O-])c3)c(=O)n2C1c1ccccc1F (stereo not drawn)	0.3	15	0.1	4
80	CCOC(=O)c1c(C)[nH]c(C(=O)COC(=O)c2ccc([N+](=O)[O-])o2)c1C	0.6	10	0.2	7
81	CCc1c(C)c2cc([N+](=O)[O-])c(O)c(C)c2oc1=O	-0.8	13	-0.2	12
82	CCc1ccc(N2CC(C(=O)Nc3ccccc3)CC2=O)cc1 (stereo not drawn)	-0.2	-10	0.2	-5
83	CCCC1=NN2C(=N)/C(=C/c3ccc(OCc4ccccc4F)c(OCC)c3)C(=O)N=C2S1	0.8	-3	0.7	3
84	Cc1nc2ccccc2c(=O)n1-c1cccc(NC(=O)c2ccccc2F)c1	-1.1	12	0.1	4
85	Cc1ccc(-n2[nH]c(C)c(C=Nc3ccc(Cl)c(N=Cc4c(C)[nH]n(-c5ccc(C)c(C)c5)c4=O)c3)c2=O)cc1C	-0.6	5	0.1	13
86	Cc1ccc(S(=O)(=O)N2CC(C)N(S(=O)(=O)c3ccc(C)cc3)CC2C)cc1 (stereo not drawn)	-1.0	14	0.3	6
87	CCOC(=O)N1CCN(C(=O)CCCn2c(=O)[nH]c3ccccc3c2=O)CC1	0.6	6	0.1	4
88	CC(NC(=O)c1ccc(N2CCC(N3CCCC3)CC2)cc1)c1ccccc1 (stereo not drawn)	0.8	6	0.2	-6
89	CCOC(=O)C1(CCOC)CCN(Cc2ccc(COC)o2)CC1	0.6	-5	-0.2	-11
90	Cc1cc(SCC(=O)Nc2cccc(Cl)c2)nc(=O)[nH]1	1.1	9	0.2	1
91	COc1ccc(/C=C2\C=C(c3ccccc3)N(c3ccccc3)C2=O)cc1	1.1	4	-0.1	-48
92	CS(=O)(=O)N1CCc2cc(N3CCN(Cc4ccc5ccccc5c4)C3=O)ccc21	1.0	13	0.2	7
93	O=S(=O)(NCC1(c2ccc(F)cc2)CC1)c1cccnc1	-1.6	11	-0.1	3
94	FC(F)(F)c1ccc(Cn2cnc3c(NCc4ccccc4)nc(-c4cccs4)nc32)cc1	1.1	9	0.2	7
95	CCOC(=O)N1CCC(NC(=O)c2ccc(N3CC4CC(C3)c3cccc(=O)n3C4)c(NC(=O)c3ccc(N(CC)CC)cc3)c2)CC1 (stereo not drawn)	2.2	-3	-0.1	11
96	O=C1c2ccccc2C(=O)N1n1cnc2sc3c(c2c1=O)CCCC3	1.6	-6	0.2	14
97	O=C(c1ccc(Cl)c([N+](=O)[O-])c1)N(Cc1ccccc1)c1ccccn1	1.4	-13	-0.6	-3

High-throughput results from PubChem BioAssay.
